Screening data (PubChem BioAssay)
Tau fibril FP = inhibitors of human tau fibril formation. P10636. K18 P301L tau heparin fibrillization, Alexa594 FP, 6 h. Potency, µM (titrated, usually from 57.7 µM), for inactives: top-dose activity, negative = inhibition, usual class: inhibitors. 280,000 tested, 0.39% active. AID 1468; note: nearly all actives have a fitted effect of over 55% in size
Target sequence (P10636 561-689 P618L limits assumed): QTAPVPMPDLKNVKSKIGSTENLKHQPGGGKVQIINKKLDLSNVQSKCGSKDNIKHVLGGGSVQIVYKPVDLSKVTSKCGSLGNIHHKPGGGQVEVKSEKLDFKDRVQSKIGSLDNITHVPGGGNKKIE
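FP of Alexa 594-tau after heparin (20 uM) induction. Substrate: human K18 P301L, 15 uM unlabeled, 0.24 uM labeled. Buffer 100 mM sodium acetate pH 7. 6 hr, 37 C.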
RECQ1 inh = blocks DNA unwinding by human RECQ1 | RECQ1 DNA unwinding, red fluorescence kinetic read | Potency, µM (series often up to 57.3 µM), for inactives: at the top dose activity, negative = inhibition, usual class: inhibitors | 240,000 tested, 0.54% active | AID 2549;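 note: plate controls were vehicle for no effect and no enzyme for full effect; nearly all actives have a fitted effect of over 30% in size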
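50 nM RECQ1T1 preincubated 15 min with compound in Tris pH 8.0 buffer with MgCl2, DTT, Tween-20 and 2.5 ug/ml poly(dI-dC); started with 200 nM TAMRA/BHQ-2 forked duplex and 2 mM ATP. Unwinding read as fluorescence (525/598 nm), two reads 2 h apart.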
JMJD2E inh = blocks human JMJD2E demethylase activity | JMJD2E catalytic domain, FDH-coupled NADH fluorescence (FDH is formaldehyde dehydrogenase) | Potency, µM (doses to about 57.1 µM), inactives show at the top dose activity change, negative = inhibition, hits mostly inhibitors | 230,000 tested, 1.6% active | AID 2147; active = well fitted inhibition curve with a large enough effect, not every such curve was filed as active; inconclusive = small, poorly fitted or top-dose-only effect, or another doubt; inactive = no such curve, though single readings can be large or run the other way;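 note: 0% = wells with enzyme and -100% = buffer wells without enzyme; nearly all actives have a fitted effect of over 50% in size; many of its hits are not listed in these tables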
TRb SRC2 PPI = disrupts binding of human TR beta to SRC2; P10828; Potency, µM (series often up to 106 µM), without a hit: at the highest dose activity change, negative = inhibition, actives largely listed as inhibitors; 280,000 tested, 0.065% active; TRbeta-SRC2 peptide binding, fluorescence polarization; receptor liganded with 1 µM T3; AID 1469;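 note: plate controls were bound peptide for no effect and peptide without receptor for full effect; nearly all actives have a fitted effect of over 50% in size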
Target sequence (P10828 whole entry, looked up): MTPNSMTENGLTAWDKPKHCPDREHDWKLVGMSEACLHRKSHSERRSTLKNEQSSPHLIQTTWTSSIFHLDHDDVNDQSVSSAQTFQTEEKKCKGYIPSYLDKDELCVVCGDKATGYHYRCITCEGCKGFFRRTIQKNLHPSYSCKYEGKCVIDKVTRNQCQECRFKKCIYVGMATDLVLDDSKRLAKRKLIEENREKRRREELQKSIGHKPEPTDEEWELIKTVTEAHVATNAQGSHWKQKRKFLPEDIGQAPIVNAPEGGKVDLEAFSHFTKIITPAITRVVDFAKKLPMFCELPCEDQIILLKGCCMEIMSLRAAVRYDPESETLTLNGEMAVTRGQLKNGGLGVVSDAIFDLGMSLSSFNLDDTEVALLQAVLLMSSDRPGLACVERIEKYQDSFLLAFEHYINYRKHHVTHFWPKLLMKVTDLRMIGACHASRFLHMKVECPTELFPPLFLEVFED
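Fluorescence polarization of 20 nM Texas Red SRC2 peptide with 0.6 uM human TRb ligand-binding domain, in Tris buffer with 1uM T3 and 5% DMSO. Incubated 5 hr ambient; normalized to unbound and bound controls.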
GoLoco inh red = RGS12 GoLoco-Gai1 interaction inhibition; Gai1:RGS12 GoLoco peptide FP, rhodamine, 10 min; 230,000 tested, 0.44% active; Potency, µM (highest dose often 61.6 µM), for the others: at the highest dose activity, negative = inhibition, actives largely listed as inhibitors; AID 880; P63096; active = well fitted inhibition curve with a large enough effect, not every such curve was filed as active; inactive = no such curve, though single readings can be large or run the other way; note: nearly all actives have a fitted effect of over 30% in size; many of its hits are not listed in these tables
Target sequence (P63096 whole entry, looked up): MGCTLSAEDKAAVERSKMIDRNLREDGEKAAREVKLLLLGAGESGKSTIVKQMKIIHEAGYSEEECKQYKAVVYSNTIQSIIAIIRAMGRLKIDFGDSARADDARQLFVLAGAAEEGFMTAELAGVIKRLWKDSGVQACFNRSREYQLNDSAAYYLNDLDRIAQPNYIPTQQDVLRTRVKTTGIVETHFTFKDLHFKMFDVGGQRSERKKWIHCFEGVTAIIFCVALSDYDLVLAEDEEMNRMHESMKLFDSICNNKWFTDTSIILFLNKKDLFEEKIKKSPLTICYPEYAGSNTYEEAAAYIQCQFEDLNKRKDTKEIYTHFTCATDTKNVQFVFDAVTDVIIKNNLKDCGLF
Tau ThT inhib = blocks human tau fibril formation measured by thioflavin T | AID 1460 | P10636 | recombinant tau K18 P301L (four-repeat tau fragment), heparin-induced fibrillization, ThT fluorescence | 270,000 tested, 2.1% active | Potency, µM (top dose mostly 57.4 µM), for inactives: at the top dose activity, negative = inhibition, usual class: inhibitors; note: nearly all actives have a fitted effect of over 55% in size
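Heparin-induced (20 uM) aggregation of recombinant human K18 P301L tau, 15 uM unlabeled with 0.24 uM labeled, pH 7 acetate buffer, 6 hr at 37 C with compound. Fibrils quantified by 30 uM ThT fluorescence after 1 hr ambient incubation.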
L3MBTL1 inh = blocks human L3MBTL1; 230,000 tested, 0.66% active; AlphaScreen L3MBTL1–H3K9me1 peptide binding; Potency, µM (titrated, usually from 57.1 µM), for inactives: at the highest dose activity, negative = inhibition, usual class: inhibitors; AID 485360; note: nearly all actives have a fitted effect of over 60% in size
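AlphaScreen assay: L3MBTL1 (50 nM final) was preincubated 30 min at room temperature with biotinylated H3(1-15)K9me1 peptide (75 nM final), then 30 min with library compounds; streptavidin donor and nickel chelate acceptor beads (10 ug/mL final) added, 30 min dark.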
TR SRC2 fluor cs = counter-screen for TRb-SRC2 inhibitors: fluorescence interference; TRb/SRC2 Texas Red total fluorescence interference; Potency, µM (titrated, usually from 106 µM), for the others: top-dose fluorescence change, negative = quenching; 280,000 tested, 0.29% active; AID 1479; active = well fitted curve in either direction with a large enough effect; inconclusive = small, poorly fitted or top-dose-only effect
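Human TRβ ligand-binding domain (0.6 uM) and Texas Red SRC2 peptide (20 nM) in Tris buffer with 1 uM T3 and 5% DMSO were incubated with pinned compound for 5 hr at ambient temperature. Total fluorescence was computed as S + 2P (555/632 nm).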
The depositor's hits bear a star; i = inactive; ? = inconclusive; nt = not tested or not shown; & = joins results of further samples; ! = repeats disagree; [ ] = remark or other dose. Unless noted, calls come from the whole dose curve; as a rule, active = well fitted curve in the direction sought with a large enough effect; inconclusive = small, poorly fitted or top-dose-only effect, or another doubt; inactive = no such curve, though single readings can be large; an effect the other way counts as inactive or inconclusive. Unless noted, % is set by controls: 0 for no effect and ±100 for the full control effect; potency is the fitted concentration of half-maximal effect. Not all compounds are listed. The share of hits here may be higher or lower than overall.

Each structure is followed by: Tau fibril FP	RECQ1 inh	JMJD2E inh	TRb SRC2 PPI	GoLoco inh red	Tau ThT inhib	L3MBTL1 inh	TR SRC2 fluor cs
COc1ccc(/C=C/C(=O)Nc2cccc(S(=O)(=O)N3CCCC3)c2)cc1OC
    ?	-13%	?	3%	15%	0%	0%	-8%
CC1=NNC(=O)C1CCC(=O)N/N=C/C(Br)=C/c1ccccc1 (stereo unspecified)
    11%	-1%	-8%	1%	nt	9%	-2%	-7%
Cc1c(C(=O)Oc2ccc(-c3cnc4ccccc4n3)cc2)cccc1[N+](=O)[O-]
    ?	-4%	-13%	0%	5%	?	-1%	-5%
CCc1ccc(OCC(=O)N(Cc2ccc(C(C)C)cc2)C2CCS(=O)(=O)C2)cc1 (stereo unspecified)
    ?	nt	nt	-3%	nt	?	nt	3%
O=C(NC1CCCCC1)C(c1ccccc1)N1CCC2(CC1)OCCO2 (stereo unspecified)
    -2%	-8%	-3%	-21%	-3%	0%	nt	0%
Cc1ccccc1C(=O)Nc1ccc2nc3n(c(=O)c2c1)CCC3
    10%	-8%	-21%	-10%	9%	-11%	nt	-3%
O=C(Nc1nccs1)c1ccc(Cl)c(S(=O)(=O)N2CCCCC2)c1
    -5%	-1%	3%	0%	3%	-7%	nt	0%
COc1ccc(-c2nc3cc(NC(=O)c4ccc5c(c4)OCO5)ccc3o2)cc1
    -16%	-15%	2%	-11%	nt	?	6%	-1%
CCOC(=O)N1CCC(O)(c2cc(C)c(C)cc2C)CC1
    1%	-10%	1%	-3%	-2%	-1%	?	2%
C#CCOCCOCCOCCNc1nc(N2CCN(C(=O)[C@H](CCCCN)n3cc(C(N)CO)nn3)CC2)nc(N2CCN(C(=O)[C@H](CCC(=O)O)n3cc(C(N)[C@H](C)CC)nn3)CC2)n1 (stereo partly specified)
    2%	-12%	-12%	-5%	-4%	5%	-18%	-1%

(next part)
Each structure is followed by: Tau fibril FP	RECQ1 inh	JMJD2E inh	TRb SRC2 PPI	GoLoco inh red	Tau ThT inhib	L3MBTL1 inh	TR SRC2 fluor cs
CC(=O)Nc1nonc1-c1nnc(SCC(=O)Nc2cc(C)ccc2C)n1-c1ccccc1
    -8%	nt	nt	-2%	nt	-14%	nt	8%
COc1ccccc1NC(=O)Cn1nc(-c2ccc(C)cc2)c2c(c1=O)CCCC2
    -2%	nt	nt	-3%	nt	-8%	nt	1%
COc1ccc(-n2c(Cc3cccs3)nnc2SCC(=O)Nc2ccc3c(c2)OCCO3)cc1
    13%	0%	0%	-3%	9%	-14%	-2%	-2%
CCc1nnc(NC(=O)CN2CCC(O)(c3ccccc3OC)CC2)s1
    -3%	i	-6%	-1%	-6%	-1%	0%	-3%
CCOC(=O)c1ccc(CNC(=O)CSc2nc(NC(=O)c3ccccc3)c3c(C)c(C)oc3n2)cc1
    -5%	-3%	?	-12%	-1%	-22%	nt	-1%
CCc1cccc2[nH]c3cc([N+](=O)[O-])ccc3c12
    -13%	-9%	21%	-3%	3%	?	2%	-1%
O=C(O)CCc1ccc(S(=O)(=O)N2CCOCC2)cc1
    2%	-3%	7%	8%	0%	-8%	nt	0%
CCCCC(=O)NC(Nc1sc2c(c1C(N)=O)CCCC2)(C(=O)OCC)C(F)(F)F (stereo unspecified)
    4%	-6%	-7%	-8%	-9%	1%	0%	0%
CC(=O)NC(Cc1cccc(F)c1)C(=O)NC1CCN(C(=O)c2cccc(C)c2)CC1 (stereo unspecified)
    -3%[2.34 µM]	17%	-2%	10%	10%	-16%	-17%	0%
O=C(COC(=O)C1(c2ccc(F)cc2)CCCC1)Nc1ncc(C(F)(F)F)cc1Cl
    -2%	-3%	-4%	4%	17%	?	-7%	4%

New compounds follow.
Each structure is followed by: Tau fibril FP	RECQ1 inh	JMJD2E inh	TRb SRC2 PPI	GoLoco inh red	Tau ThT inhib	L3MBTL1 inh	TR SRC2 fluor cs
O=C1C(CCCNC(=S)NCc2ccccc2)NC(=S)N1Cc1ccccc1 (stereo unspecified)
    -13%	-4%	0%	4%	1%	-10%	-9%	-1%
CC(Nc1cc(N2CCCC2)ccc1[N+](=O)[O-])c1ccccc1 (stereo unspecified)
    ?	-9%	-6%	-5%	7%	?	0%	1%
Cn1c(NC(=O)c2ccccc2C(F)(F)F)cc(=O)n(C)c1=O
    3%	?	3%	-9%	3%	-3%	2%	-6%
C=CCNC(=S)NNc1nc2c(c(=O)[nH]1)C1(CCCCC1)Cc1ccccc1-2
    ?	-17%	?	4%	-3%	-6%	-6%	-1%
O=C(CNc1ccc(F)cc1)N/N=C1\CCCc2ccccc21
    ?	?	-15%	2%	7%	?	?	0%
CCOC(=O)C(NC(=O)c1ccccc1)(OCC1(CC)COC1)C(F)(F)F (stereo unspecified)
    0%	-6%	8%	3%	0%	-5%	11%	-2%
O=C(CN1C(=O)NC2(CCc3ccccc3C2)C1=O)Nc1ccc(F)cc1 (stereo unspecified)
    -8%	-9%	4%	1%	4%	-2%	-4%	-3%
Cc1noc(C)c1C(=O)Nc1sc(C)c(-c2ccccc2)c1C#N
    2%	0%	1%	0%	63%[activator]	-17%	5%	-2%
Cc1ccccc1COc1ccc(/C(O)=C2/C(=O)C(=O)N(CCCn3ccnc3)C2c2ccco2)cc1 (stereo unspecified)
    -3%	-20%	?	-1%	-12%	?	-23%	1%
Cc1ccc(S(=O)(=O)N(CC(=O)Nc2ccccc2C(=O)O)c2ccccc2)cc1
    -1%	i	-10%	2%	-2%	-13%	4%	0%

Part of the list above, with each value named.
compound: Cc1noc(C)c1C(=O)Nc1sc(C)c(-c2ccccc2)c1C#N
  Tau fibril FP: 2% | RECQ1 inh: 0% | JMJD2E inh: 1% | TRb SRC2 PPI: 0% | GoLoco inh red: 63%[activator] | Tau ThT inhib: -17% | L3MBTL1 inh: 5% | TR SRC2 fluor cs: -2%
compound: CCOC(=O)C(NC(=O)c1ccccc1)(OCC1(CC)COC1)C(F)(F)F (stereo unspecified)
  Tau fibril FP: 0% | RECQ1 inh: -6% | JMJD2E inh: 8% | TRb SRC2 PPI: 3% | GoLoco inh red: 0% | Tau ThT inhib: -5% | L3MBTL1 inh: 11% | TR SRC2 fluor cs: -2%
compound: O=C(CNc1ccc(F)cc1)N/N=C1\CCCc2ccccc21
  Tau fibril FP: ? | RECQ1 inh: ? | JMJD2E inh: -15% | TRb SRC2 PPI: 2% | GoLoco inh red: 7% | Tau ThT inhib: ? | L3MBTL1 inh: ? | TR SRC2 fluor cs: 0%

Continued:
Each structure is followed by: Tau fibril FP	RECQ1 inh	JMJD2E inh	TRb SRC2 PPI	GoLoco inh red	Tau ThT inhib	L3MBTL1 inh	TR SRC2 fluor cs
CCOC(=O)C1=C(C)NC2=C(C(=O)OC2)C1c1ccccc1 (stereo unspecified)
    -9%	i	?	8%	-4%	-6%	nt	1%
CCc1ccccc1NC(=O)Cn1c2ncccc2c(=O)n1-c1ccccc1
    -11%	nt	nt	-3%	nt	7%	nt	1%
CCOC(=O)c1nc(-c2ccccc2)sc1C(C)=O
    -3%	19%	-4%	-1%	6%	-4%	4%	-2%
CSCC[C@H](NC(=O)NCCC1=CCCCC1)C(=O)O
    6%	-1%	-2%	10%	5%	2%	1%	1%
CCCCNC(=O)c1cc(-c2ccc(OC)c(OC)c2)on1
    2%	-19%	-2%	6%	0%	-10%	-2%	-6%
CC(C)(C)c1ccc(/C=C/C(=O)N2CCCCC2)cc1
    8%	i	4%	-3%	20%	?	1%	-2%
Cc1ccc(N2CC(C(=O)NC3=NCCS3)CC2=O)cc1 (stereo unspecified)
    -1%	-4%	0%	-18%	-5%	-9%	nt	-4%
COCCNC(=O)CN(c1ccc(C)cc1)S(=O)(=O)c1ccc(SC)cc1
    4%	-3%	-1%	-1%	2%	4%	-1%	-2%
Cc1nc(-c2ccccc2)sc1C(=O)CSc1ccccc1
    -8%	-19%	3%	-8%	-3%	-31%	50%[activator]	-4%
CCOC(=O)c1cnn(-c2nc3c(C)cccc3s2)c1C(F)(F)F
    -7%	-7%	?	1%	-4%	?	nt	1%

Part of the list above with just JMJD2E inh and L3MBTL1 inh.
| compound | JMJD2E inh | L3MBTL1 inh |
| --- | --- | --- |
| CCOC(=O)c1cnn(-c2nc3c(C)cccc3s2)c1C(F)(F)F | ? | nt |
| CCCCNC(=O)c1cc(-c2ccc(OC)c(OC)c2)on1 | -2% | -2% |
| CCOC(=O)c1nc(-c2ccccc2)sc1C(C)=O | -4% | 4% |
| Cc1nc(-c2ccccc2)sc1C(=O)CSc1ccccc1 | 3% | 50%[activator] |
| CCOC(=O)C1=C(C)NC2=C(C(=O)OC2)C1c1ccccc1 (stereo unspecified) | ? | nt |

Following part
Each structure is followed by: Tau fibril FP	RECQ1 inh	JMJD2E inh	TRb SRC2 PPI	GoLoco inh red	Tau ThT inhib	L3MBTL1 inh	TR SRC2 fluor cs
Nc1ccccc1C(=O)/C=C/c1ccc2c(c1)OCO2
    2%&-4%	-3%&-4%	-1%&1%	1%&11%	3%&0%	14µM*!	?	3%&-2%
CCOc1ccccc1-c1cc(C(=O)N/N=C/c2ccc3c(c2)OCO3)c2ccccc2n1
    ?	-5%	?	5%	5%	-4%	nt	0%
COC(=O)C1=C(C)NC(C)=C(C(=O)OC)C1C(=O)OCC(=O)N1c2ccccc2CC1C (stereo unspecified)
    5%	-11%	?	7%	10%	-14%	nt	1%
COCCN(CCOC)C(=O)c1c[nH]c2ccc(S(=O)(=O)N(C)c3ccc(F)cc3)cc2c1=O
    1%	i	4%	0%	nt	-4%	6%	-4%
O=S(=O)(NCCc1ccccc1)c1cccc2cccnc12
    -1%	-1%	11%	-10%	0%	-6%	nt	0%
CN(c1ccc(C(=O)Nc2cccc([N+](=O)[O-])c2)cc1)S(C)(=O)=O
    -8%	i	0%	-1%	-17%	-10%	nt	-3%
O=[N+]([O-])c1cccc(CNCc2ccccc2)c1
    -1%	12%	3%	2%	5%	8%	-14%	-4%
O=C(COc1c(Br)cc(Br)c2cccnc12)Nc1ccccc1F
    2%	i	-14%	-3%	16%	-17%	-8%[11.4 µM]	3%
